TRb SRC2 PPI = qHTS for Inhibitors of the Interaction of Thyroid Hormone Receptor and Steroid Receptor Coregulator 2. TRbeta-SRC2 peptide binding, fluorescence polarization; receptor liganded with 1 µM T3. Potency, µM (series often up to 106 µM), without a hit: top-dose activity change, negative = inhibition, actives largely listed as inhibitors. 280,000 tested, 0.065% active. AID 1469, 2008;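 note: plate controls were bound peptide for no effect and peptide without receptor for full effect; nearly all actives have a fitted effect of over 50% in size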
Target sequence (P10828 whole entry, looked up): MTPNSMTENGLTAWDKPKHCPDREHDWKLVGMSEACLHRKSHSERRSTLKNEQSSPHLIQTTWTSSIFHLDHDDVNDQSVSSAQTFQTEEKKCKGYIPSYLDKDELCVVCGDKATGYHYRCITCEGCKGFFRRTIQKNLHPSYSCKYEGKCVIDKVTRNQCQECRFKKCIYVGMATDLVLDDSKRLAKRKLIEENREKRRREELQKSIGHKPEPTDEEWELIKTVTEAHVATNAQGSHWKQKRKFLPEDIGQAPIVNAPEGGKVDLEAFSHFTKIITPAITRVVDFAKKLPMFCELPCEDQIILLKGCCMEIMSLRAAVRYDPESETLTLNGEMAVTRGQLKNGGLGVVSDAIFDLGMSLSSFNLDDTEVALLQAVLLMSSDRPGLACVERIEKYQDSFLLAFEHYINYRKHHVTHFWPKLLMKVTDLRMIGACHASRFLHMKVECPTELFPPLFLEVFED
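Assay buffer: 20 mM Tris-HCl, 100 mM NaCl, 10% glycerol, 1 mM EDTA, 0.01% NP-40, 1 mM DTT, 1 uM T3, 5% DMSO; TRb LBD 0.6 uM, Texas Red SRC2 20 nM; FP after 5 hr.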
Tau fibril ThT = qHTS for Inhibitors of Tau Fibril Formation, Thioflavin T Binding; 270,000 tested, 2.1% active; Potency, µM (top dose mostly 57.4 µM), without a hit: at the highest dose activity, negative = inhibition, most hits filed as inhibitors; recombinant tau K18 P301L, heparin-induced fibrillization, ThT fluorescence; Microtubule-associated protein tau (Homo sapiens), P10636; note: % is set by controls: 0 for no effect and ±100 for the full control effect; nearly all actives have a fitted effect of over 55% in size
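Heparin-induced fibrillization of the P301L-mutant K18 repeat-domain fragment of human tau was followed by ThT binding in quantitative high-throughput format.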
Tau fluor counter = Counterscreen qHTS for Inhibitors of Tau Fibril Formation, Fluorescence Polarization; tau K18 P301L Alexa594 fluorescence, heparin fibrillization; Potency, µM (highest dose often 57.7 µM), for the others: top-dose activity change, negative = decrease; 280,000 tested, 0.93% active; note: % is set by controls: 0 for no effect and ±100 for the full control effect; nearly all actives have a fitted effect of over 55% in size
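Human tau K18 P301L (15 uM unlabeled, 0.24 uM Alexa 594-labeled) in 100 mM sodium acetate pH 7 with 20 uM heparin, 6 hr at 37 C. ThT 30 uM added, 1 hr ambient; Alexa 594 FP and total fluorescence read at 555/632 nm.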
Tau FP inhib = qHTS for Inhibitors of Tau Fibril Formation, Fluorescence Polarization | Microtubule-associated protein tau (Homo sapiens), P10636 | K18 P301L tau heparin fibrillization, Alexa594 FP, 6 h | Potency, µM (top dose mostly 57.7 µM), inactives show at the top dose activity, negative = inhibition, usual class: inhibitors | 280,000 tested, 0.39% active; note: % is set by controls: 0 for no effect and ±100 for the full control effect; nearly all actives have a fitted effect of over 55% in size
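Human tau K18 […] P301L fragment, 15 uM unlabeled plus 0.24 uM Alexa 594-labeled tau (final), with compound and 20 uM heparin in 100 mM sodium acetate pH 7; 6 hr at 37 C, then Alexa 594 FP read.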
L3MBTL1 block = qHTS Assay for the Inhibitors of L3MBTL1; Lethal(3)malignant brain tumor-like protein 1 (Homo sapiens), Q9Y468; Potency, µM (doses to about 57.1 µM), inactives show at the highest dose activity, negative = inhibition, actives largely listed as inhibitors; 230,000 tested, 0.66% active; AlphaScreen L3MBTL1–H3K9me1 peptide binding; note: % is set by controls: 0 for no effect and ±100 for the full control effect; nearly all actives have a fitted effect of over 60% in size
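AlphaScreen assay: L3MBTL1 (50 nM final) was preincubated 30 min at room temperature with biotinylated H3(1-15)K9me1 peptide (75 nM final), then 30 min with library compounds; streptavidin donor and nickel chelate acceptor beads (10 ug/mL final) added, 30 min dark.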
TR SRC2 fluor cs = Total Fluorescence Counterscreen for Inhibitors of the Interaction of Thyroid Hormone Receptor and Steroid Receptor Coregulator 2. Potency, µM (highest dose often 106 µM), without a hit: top-dose fluorescence change, negative = quenching. 280,000 tested, 0.29% active. TRb/SRC2 Texas Red total fluorescence interference; active = well fitted curve in either direction with a large enough effect; inconclusive = small, poorly fitted or top-dose-only effect; note: % is set by controls: 0 for no effect and ±100 for the full control effect
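Human TRb ligand-binding domain at 0.6 uM with 20 nM Texas Red SRC2 peptide in Tris buffer containing 1 uM T3 and 5% DMSO, incubated with compound 5 h at ambient temperature. Total fluorescence (555/632 nm) calculated as parallel + 2 × perpendicular.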
RECQ1 inh = qHTS Assay for Inhibitors of RecQ-Like Dna Helicase 1 (RECQ1). RECQ1 DNA unwinding, red fluorescence kinetic read. 240,000 tested, 0.54% active. Potency, µM (top dose mostly 57.3 µM), without a hit: at the top dose activity, negative = inhibition, most hits filed as inhibitors. AID 2549, 2010. ATP-dependent DNA helicase Q1 (Homo sapiens), P46063;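 note: plate controls were vehicle for no effect and no enzyme for full effect; nearly all actives have a fitted effect of over 30% in size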
Target sequence (P46063 whole entry, looked up): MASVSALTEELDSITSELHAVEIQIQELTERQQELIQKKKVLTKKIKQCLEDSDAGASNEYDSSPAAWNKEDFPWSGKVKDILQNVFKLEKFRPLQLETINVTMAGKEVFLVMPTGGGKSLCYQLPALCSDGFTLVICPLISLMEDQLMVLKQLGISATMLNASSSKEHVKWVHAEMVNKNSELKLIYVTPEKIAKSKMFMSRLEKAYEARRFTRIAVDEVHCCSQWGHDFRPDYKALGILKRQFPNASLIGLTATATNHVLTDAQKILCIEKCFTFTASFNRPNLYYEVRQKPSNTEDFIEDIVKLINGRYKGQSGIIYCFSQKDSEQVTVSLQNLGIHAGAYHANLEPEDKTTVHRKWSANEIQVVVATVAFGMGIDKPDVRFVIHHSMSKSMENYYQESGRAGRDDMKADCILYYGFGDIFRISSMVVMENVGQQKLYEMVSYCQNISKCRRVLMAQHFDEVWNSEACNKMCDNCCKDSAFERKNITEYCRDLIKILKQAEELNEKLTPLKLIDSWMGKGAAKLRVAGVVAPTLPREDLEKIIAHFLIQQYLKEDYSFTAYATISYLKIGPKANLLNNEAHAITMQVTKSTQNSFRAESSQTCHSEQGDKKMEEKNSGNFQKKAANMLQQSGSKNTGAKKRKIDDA
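50 nM RECQ1T1 preincubated 15 min with compound in Tris pH 8.0 buffer with MgCl2, DTT, Tween-20 and 2.5 ug/ml poly(dI-dC); started with 200 nM TAMRA/BHQ-2 forked duplex and 2 mM ATP. Unwinding read as fluorescence (525/598 nm), two reads 2 h apart.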
HTT cytoprotect = qHTS Multiplex Assay to Identify Dual Action Probes in a Cell Model of Huntington: Cytoprotection (ATP); AID 1471, 2008; Potency, µM (highest dose often 56.4 µM), for the others: cytoprotection (ATP increase), most hits filed as activators; 230,000 tested, 0.14% active; PC12 HTT-Q103 induced, cytoprotection, ATP luminescence, 40 h;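 note: % of control where 0% means no effect; nearly all actives have a fitted effect of over 45% in size; toxic huntingtin expression switched on by the ecdysone agonist tebufenozide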
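PC12 cells stably carrying ecdysone-inducible Htt exon 1 (Q103)–GFP were induced with 100 nM tebufenozide (final) alongside library compounds in a dose series. Cytoprotection was scored as retained ATP by ATPlite luminescence.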
Active calls of the source: *; i = inactive; ? = inconclusive; nt = no result given; & = joins results of further samples; [ ] = remark or other dose. Unless noted, calls come from the whole dose curve; as a rule, active = well fitted curve in the direction sought with a large enough effect; inconclusive = small, poorly fitted or top-dose-only effect, or another doubt; inactive = no such curve, though single readings can be large; an effect the other way counts as inactive or inconclusive. Potency is the fitted concentration of half-maximal effect. These rows are one share of the data, so the mix of outcomes need not match the whole.

SMILES	TRb SRC2 PPI	Tau fibril ThT	Tau fluor counter	Tau FP inhib	L3MBTL1 block	TR SRC2 fluor cs	RECQ1 inh	HTT cytoprotect
CCC1(CC)C(=O)N(C)C(=O)NC1=Nc1ccc(OC)cc1	-1%	9%	-2%	-7%	nt	-9%	i	-1%
O=C(CCc1cn(Cc2ccccc2Cl)c2ccccc12)NC1CCCCC1	10%	-6%	-12%	4%	nt	0%	nt	nt
CCOC(=O)Cc1ccc(NC(=O)N(C(C)C)C2CCN(C(C)=O)CC2)cc1	3%	-16%	-17%	-1%	nt	0%	nt	nt
CCC(=O)N1CCN(C(C)=O)C1c1ccccc1 (stereo unspecified)	8%	-7%	-4%	-2%	nt	-4%	-6%	2%
CNC(=O)/C(C#N)=C/c1c(N2CC(C)OC(C)C2)nc2ccccn2c1=O (stereo unspecified)	-8%	-7%	-4%	10%	39%[activator]	-2%	8%	-37%[10 µM]
CCC(=NCc1ccccc1)C1=C(O)C(C(=O)OC)C(C)(C)CC1=O (stereo unspecified)	-2%	?	-9%	0%	-5%	3%	-3%	-29%[10 µM]
O=C(N/N=C/c1ccccc1)c1ccc(CN2C(=O)c3cccc4cccc2c34)cc1	1%	-11%	-21%	-5%	7%	-6%	-9%	4%[10 µM]
Cc1nc(NCc2ccc3c(c2)OCO3)c2oc3ccccc3c2n1	-8%	?	-20%	7%	-16%	0%	-8%	-10%[0.074 µM]
COc1cc(-c2nnc(COc3ccc4cc(Br)ccc4c3)o2)cc(OC)c1OC	-7%	-14%	-5%	8%	0%	-2%	i	-37%
CCC(c1nnnn1CC1CCCO1)N(CCN1CCOCC1)Cc1cc2cc(C)ccc2[nH]c1=O (stereo unspecified)	-25%	?	-13%	?	14%	1%	-2%	1%
Fc1ccc(OCCOCCOc2cccc3[nH]ccc23)cc1	-2%	?	?	?	-8%	0%	i	-51%
O=C(CSc1nc2ccc([N+](=O)[O-])cc2[nH]1)NC1CCCCC1	-3%	-2%	-9%	3%	3%	-4%	-11%	-3%
CCc1cccc(NC(=O)CCc2c(C)nc3c(c2C)c(=O)n(C)c(=O)n3C)c1	-1%	-8%	-25%	5%	nt	-54%	nt	nt
O=C(CSc1nccn1-c1cccc(Cl)c1)Nc1cccc(C(F)(F)F)c1	-1%	-12%	?	-15%	nt	-2%	nt	nt
Cc1ccc(NC(=O)c2c(C)nn(-c3ccccc3)c2Cl)c(C)c1	2%	?	-23%	-2%	-4%	-3%	2%	-15%
Cc1ccc2oc(=O)c3cnn(CC(=O)NC4CCCCC4C)c3c2c1 (stereo unspecified)	-8%	-7%	-9%	-4%	nt	-2%	-8%	-6%
CN(C)c1ccc(NC(N)=S)cc1	-7%	?	-16%	-4%	-8%	-2%	1%	29%[10 µM]
COC(=O)[C@@H]1C[C@@H]2CC[C@@H](O)C[C@@H]2N1Cc1ccc(Cl)cc1	8%&-1%	-15%&-5%	-16%&-5%	-3%&1%	nt	-1%&2%	i	-54%[inhibitor]
O=C(COC(=O)c1ccc2c(c1)C(=O)N(CCc1ccccc1)C2=O)Nc1ccc(OC(F)F)cc1	-5%	-19%	-21%	?	1%	-1%	-8%	6%[10 µM]
Cc1cc(NCc2ccco2)nc2cc(O)ccc12	4%	-8%	-3%	8%	-10%	-1%	1%	12%
Cc1ccc(CNC(=O)Cn2cccc2C(=O)c2ccccc2C)cc1	-7%&6%	2%&-5%	-4%&-12%	-11%&-9%	nt	0%&-3%	-4%	-6%
N#CCSc1nnc(SCC#N)s1	-2%	-12%	-6%	8%	nt	-6%	-9%	27%[10 µM]
COc1ccc(OC)c(CN2CCN(CCc3ccccc3)C(CCO)C2)c1 (stereo unspecified)	0%	-2%	0%	-1%	-8%	-4%	0%	-54%[inhibitor]
COc1ccc(C(=O)Oc2ccc(C(C)=O)cc2)c(OC)c1	1%	-13%	-3%	-9%	2%	4%	i	0%
C[C@@H](C(=O)NCc1ccccn1)[C@@H]1C[C@@]1(C)[C@@H](NC(=O)OCc1ccccc1)c1ccccc1	7%&1%	-11%&-13%	-12%&-12%	-4%&3%	-5%	1%&-3%	-6%&-14%	-10%
CC1CN(C(=O)N2CCC(C(=O)NC3CCCCCC3)CC2)c2cc(Cl)ccc2O1 (stereo unspecified)	-3%	20µM*	?	?	nt	1%	nt	nt
O=C1CCC(=O)N1CCSC(=S)N1CCOCC1	1%	-6%	-4%	1%	4%	-1%	i	-9%[10 µM]
CCC(CC)C(=O)Nc1cc(C)c2c(=O)oc3ccccc3c2n1	1%	-11%	-28%	-9%	7%	-2%	-8%	3%
Cc1ccc2nc(=O)c(NNc3ccccc3)cnc2c1	-1%	?	?	9%	-1%	2%	-7%	nt
Cc1ccc(Cn2ccc(NC(=O)c3c(-c4ccccc4Cl)noc3C)n2)cc1	7%	-7%	-19%	-3%	nt	1%	-12%	-3%
COC(=O)c1c(-c2ccc(Cl)cc2)noc1N1CCN(c2cc(C)ccc2C)CC1	-2%	-5%	-4%	-5%	nt	-2%	nt	nt
COc1ccccc1CCNC(=O)C(=O)NCC1OCCN1S(=O)(=O)c1ccc(Br)cc1 (stereo unspecified)	1%	-14%	-24%	-4%	-7%	1%	-5%	-1%[10 µM]
COc1ccc(Cl)cc1N1C(=O)C2CCCN2C1c1ccc(F)c(F)c1 (stereo unspecified)	3%	0%	0%	0%	?	0%	-7%	3%
COc1ccc(CCN(C)C(=O)CN2C(=O)c3ccccc3S2(=O)=O)cc1OC	-20%	4%	8%	10%	-1%	0%	-10%	-10%
COCCN1Cc2cccc(C(=O)Nc3ccc(-c4nc5ccccc5[nH]4)cc3)c2C1=O	4%	2%	1%	3%	-5%	-2%	3%	-26%[10 µM]
CCOC(=O)C1=C(C)Nc2[nH]c(=O)[nH]c(=O)c2C1c1cccs1 (stereo unspecified)	-4%	-4%	-8%	-6%	2%	-2%	9%	nt
C/C(=N\Nc1nccnc1Cl)c1ccc([N+](=O)[O-])cc1	?	?	-9%	2%	5%	21%	-3%	-3%
COc1ccc(C(=O)NCc2ccc(-c3nc4ccccc4s3)cc2)cc1	2%	5%	-10%	-8%	8%	-1%	0%	-13%
COCCCN1C(=O)c2[nH]nc(-c3ccccc3O)c2C1c1ccc(OCc2ccccc2)cc1 (stereo unspecified)	3%	-9%	?	-6%	nt	-26%	nt	nt
COc1ccc(/C=C/C(=O)Nc2ccc3c(c2)CCC3)cc1OC	-1%	?	?	?	1%	0%	-11%	18%[10 µM]
CCOc1ccc(Nc2nc(N)nc(CN(C)C3CCCCC3)n2)cc1	1%	10%	-2%	6%	?	0%	3%	nt
Oc1ccc(Oc2ncc(Cl)cc2Cl)cc1	-4%	2%	5%	7%	13%	-4%	-16%	13%[1.9 µM]
COCCN1C(=O)N(C)[C@@H](c2ccccc2)C(C(C)=O)=C1C	-6%[11.2 µM]	5%[11.5 µM]	-3%[11.6 µM]	0%[11.6 µM]	nt	-4%[11.2 µM]	-6%[11.5 µM]	-22%&2%[10 µM]
CCC(=O)N(Cc1ccc(S(N)(=O)=O)cc1)C1CC(=O)N(c2ccccc2)C1=O (stereo unspecified)	2%	2%	0%	8%	14%	-1%	i	-1%[10 µM]
CCNS(=O)(=O)c1ccc(NC(=O)c2cncc(Br)c2)cc1	-3%[53 µM]	7%	2%	6%	9%	1%[53 µM]	-1%	21%[10 µM]
CCOC(=O)c1c(-c2ccc(C)s2)csc1NC(=O)c1ccco1	5%	-7%	-1%	-14%	9%	-1%	-2%	-2%[10 µM]
CCC(C)Sc1nc2c(c(=O)[nH]c(=O)n2C)n1CC(O)COc1cccc2ccccc12 (stereo unspecified)	-12%	?	-3%	-12%	2%	2%	-9%	-11%
CCS(=O)(=O)N1CCN(S(=O)(=O)c2ccc(F)cc2)CC1	3%	0%	1%	3%	6%	-1%	-3%	-6%[10 µM]
COC(=O)c1sccc1NC(=S)Nc1ccc(F)cc1	-11%	3%	9%	9%	5%	-5%	?	10%[10 µM]
Brc1ccccc1-c1nnc(CSc2nnnn2-c2ccccc2)o1	4%	-17%	-26%	2%	nt	-3%	i	-27%
CC(C)OC(=O)c1sc2nc(-c3ccccc3)ccc2c1N	-16%	-10%	?	1%	21%	-1%	-5%	-81%[inhibitor]
CCN(C(=S)NCc1ccccc1)c1cccc2ccccc12	0%	-7%	-21%	-1%	51%[activator]	-2%	-18%	10%
Cc1c(Cl)cccc1NC(=O)CSCc1cc(=O)[nH][nH]1	-3%	?	-14%	-5%	-1%	1%	-2%	8%[0.074 µM]
CC(C)OCCCNc1ncc2c(n1)CC(c1ccccc1)CC2=O (stereo unspecified)	8%	?	?	-9%	nt	-1%	-6%	-25%

Of the compounds above, these contain a furan ring, fused or not.
SMILES	TRb SRC2 PPI	Tau fibril ThT	Tau fluor counter	Tau FP inhib	L3MBTL1 block	TR SRC2 fluor cs	RECQ1 inh	HTT cytoprotect
Cc1nc(NCc2ccc3c(c2)OCO3)c2oc3ccccc3c2n1	-8%	?	-20%	7%	-16%	0%	-8%	-10%[0.074 µM]
Cc1cc(NCc2ccco2)nc2cc(O)ccc12	4%	-8%	-3%	8%	-10%	-1%	1%	12%
CCOC(=O)c1c(-c2ccc(C)s2)csc1NC(=O)c1ccco1	5%	-7%	-1%	-14%	9%	-1%	-2%	-2%[10 µM]
